Compound activity as filed in PubChem BioAssay.
INS-1E GSIS act – primary screen for activators of insulin secretion dependent on glucose, INS-1E cells, GLuc reporter luminescence. activation, % at 16.6 µM. 370,000 compounds, 0.61% hits. INS-1E GLuc reporter insulin secretion, 2-3 h;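 active = lowest replicate activation of at least 40%, so every replicate reaches that level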;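 also: 0% = median of neutral control wells and 100% = median of IBMX positive control wells; some compounds called inactive have numbers as strong as hits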
XiGFP reactiv – reactivates the inactive X chromosome in mouse fibroblasts. XiGFP mouse fibroblasts, % GFP-positive cells imaging, 3 d; cells co-treated with 5-aza-dC sensitizer; scaled so ellipticine positive control = 100%. activation, % at 7.58 µM. 360,000 compounds, 0.055% hits;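 active = mean normalized replicate activation at least 10% and every replicate at or above 10%; inconclusive = only one of the two criteria met; inactive = mean below 10% and not all replicates reach 10%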;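 also: 0% = median of on-plate neutral control wells and 100% = ellipticine 6 µM median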
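Assay system – SV40-immortalized XiGFP fibroblast cells, line 68-5-11 · Buffer or medium – DMEM supplemented with 5-aza-dC as sensitizing agent · Dosing – one concentration, pinned · Benchmarks – positive control ellipticine, 6 µM final · Times – 3 days compound exposure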
F508del corr – correctors of CFTR F508del function in bronchial epithelial cells. CFBE cells, YFP halide quenching; stimulated with forskolin plus potentiator P3; % fluorescence drop versus neutral controls. 350,000 compounds, 0.36% hits. activity (quench increase), % at 7.58 µM;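 active = mean added fluorescence quench of at least 8% versus neutral control, with both replicates also reaching 8%; inconclusive = only one of the mean or replicate conditions met; inactive = mean below 8% and not both replicates reaching 8%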;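 also: cells transiently co-express mutant CFTR-F508del with the halide-sensitive YFP; corrector assay measuring rescue of mutant channel to the surface after 24 h compound exposure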
DENV2 CPE – inhibitors of DENV2 cytopathic effect; DENV2-infected cells, cytopathic effect rescue, plate reader; CPE inhibition, % at 9.99 µM; 350,000 compounds, 1.7% hits; in the data active = CPE inhibition above about 20%, passing the limit was not always enough; inconclusive = no clear call, values can overlap the other calls; tested in BHK-21 cells;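 also: 0% = median of neutral control wells and 100% = median of positive control wells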
RAD52 inh – inhibitors of human RAD52 DNA annealing | P43351 | recombinant RAD52 DNA annealing, FRET fluorescence | inhibition, % at 18.7 µM | 360,000 compounds, 0.46% hits | AID 651710;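 active = every replicate showing at least 50% inhibition; inconclusive = mean inhibition at least 50% but not in every replicate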
Target sequence (P43351 whole entry, looked up): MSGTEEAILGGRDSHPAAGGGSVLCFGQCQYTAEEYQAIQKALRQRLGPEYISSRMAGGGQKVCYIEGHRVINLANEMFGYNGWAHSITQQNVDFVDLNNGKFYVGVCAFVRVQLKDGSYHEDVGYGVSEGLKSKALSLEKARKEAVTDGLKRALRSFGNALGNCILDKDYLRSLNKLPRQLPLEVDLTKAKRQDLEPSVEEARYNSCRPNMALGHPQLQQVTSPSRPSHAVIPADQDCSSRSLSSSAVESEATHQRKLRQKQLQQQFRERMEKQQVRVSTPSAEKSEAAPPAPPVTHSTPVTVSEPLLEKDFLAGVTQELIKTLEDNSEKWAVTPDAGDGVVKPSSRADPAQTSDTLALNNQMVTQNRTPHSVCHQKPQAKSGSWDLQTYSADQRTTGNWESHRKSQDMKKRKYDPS
Casp6 inh – blocks human caspase-6 cleavage activity. P55212. purified caspase-6, Z-VEID-R110 cleavage fluorescence. inhibition, % at 12.5 µM. 350,000 compounds, 0.53% hits;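 active = mean inhibition across replicates at least about 35%, with every replicate also reaching that limit, limit read from the data; inconclusive = only one of the two criteria met; inactive = neither criterion met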;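 also: 0% = median of neutral control wells and 100% = no fluorescence left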
E-selectin induc – induces E-selectin expression in human endothelial cells. activation, % at 7.58 µM. HUVEC E-selectin immunofluorescence imaging; normalized: neutral wells 0, TNF-alpha wells 100. P16581. 260,000 compounds, 0.37% hits;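 active = mean E-selectin-positive cell signal at least 10% of the positive control, reached in at least 60% of replicates, without over 20% cell loss; inconclusive = no rule given, readout overlaps actives, possibly toxicity-flagged; inactive = the rest, including those meeting only one limit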;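 also: in these data hits start at about 27%; measured in HUVEC primary endothelial cells; signal is the percent of cells scored E-selectin positive by PE staining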
Target sequence (P16581 whole entry, looked up): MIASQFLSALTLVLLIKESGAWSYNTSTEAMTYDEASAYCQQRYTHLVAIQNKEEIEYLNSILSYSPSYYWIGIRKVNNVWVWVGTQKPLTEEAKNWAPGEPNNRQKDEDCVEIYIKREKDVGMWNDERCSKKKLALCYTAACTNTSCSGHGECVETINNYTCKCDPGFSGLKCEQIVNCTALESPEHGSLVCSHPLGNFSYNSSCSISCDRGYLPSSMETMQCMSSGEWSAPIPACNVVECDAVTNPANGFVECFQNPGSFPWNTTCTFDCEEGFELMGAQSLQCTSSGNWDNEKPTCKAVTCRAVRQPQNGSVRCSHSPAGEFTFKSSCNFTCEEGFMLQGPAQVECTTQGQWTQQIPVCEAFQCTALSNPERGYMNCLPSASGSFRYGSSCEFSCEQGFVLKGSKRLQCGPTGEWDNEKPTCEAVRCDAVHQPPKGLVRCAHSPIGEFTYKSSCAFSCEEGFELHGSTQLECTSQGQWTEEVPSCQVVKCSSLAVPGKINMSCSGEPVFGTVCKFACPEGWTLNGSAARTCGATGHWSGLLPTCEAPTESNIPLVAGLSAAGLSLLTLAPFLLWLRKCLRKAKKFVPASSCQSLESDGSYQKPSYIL
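System: HUVEC / Compound: single concentration / Signal: immunofluorescence imaging / Read-out: percent E-selectin-positive cells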
RAD54 inh – inhibitors of human RAD54 branch migration; Q92698; inhibition, % at 10.4 µM; 360,000 compounds, 0.14% hits; RAD54 Holliday junction branch migration, FAM/BHQ fluorescence;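 active = mean normalized replicate activity at least 40 and at least half of replicates scoring 40 or more; inconclusive = only one of the two criteria met; inactive = mean below 40 and under half of replicates reaching 40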;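 also: 0% = median of neutral control wells and 100% = median of positive control wells; inhibitors cause a drop in the FAM fluorescence signal; in these data hits start at about 50%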
The depositor's hits bear a star; u = inconclusive; x = not tested or not shown; & = joins results of further samples.

SMILES | INS-1E GSIS act | XiGFP reactiv | F508del corr | DENV2 CPE | RAD52 inh | Casp6 inh | E-selectin induc | RAD54 inh
CC(=NO)c1ccc2c(c1)Cc1cc([N+](=O)[O-])ccc1-2 | x | -0.2 | -4.2 | -6 | -17 | 1 | 0.0 | x
Cn1c(Cn2c(=O)sc3ccccc32)nnc1SCc1cccnc1 | -4 | 0.3 | -1.2 | 9 | -1 | -1 | 0.0 | 11
Cc1noc(C)c1NC(=O)N(C)C[C@@H]1Oc2ccc(NC(=O)Nc3ccccc3)cc2C(=O)N([C@@H](C)CO)C[C@H]1C | 13 | 0.6 | -1.1 | -1 | -13 | -2 | x | 4
O=C(NCc1ccccc1Br)C1CCCO1 (stereo not given) | 7 | 0.2 | 0.4 | -3 | -24 | 1 | 1.0 | -7
O=C(CSc1nnc(-c2ccc(Cl)cc2)n1-c1ccc(Cl)cc1)N/N=C/c1ccco1 | -17 | -0.1 | x | -3 | -16 | -1 | -1.3 | 2
COc1ccc(-c2ccc3c(c2)O[C@H](CN(C)C(=O)c2ccccc2F)[C@H](C)CN([C@@H](C)CO)S3(=O)=O)cc1 | 0 | -0.2 | -2.3 | 1 | 13 | 2 | -0.1 | -10
CC1(NC(=O)CCNC(=O)c2ccc(C(C)(C)C)cc2)CCS(=O)(=O)C1 (stereo not given) | -2 | 0.0 | -4.2 | -1 | -11 | -1 | -1.0 | 10
CC(OC(=O)c1ccco1)C(=O)NC1CCCC1 (stereo not given) | 7 | -0.1 | -3.8 | -5 | -11 | 1 | 0.3 | -8
Cc1ccc(S(=O)(=O)N(C)C[C@@H]2Oc3ccc(NC(=O)Nc4ccc5c(c4)OCO5)cc3CC(=O)N([C@H](C)CO)C[C@@H]2C)cc1 | 3 | -0.6 | -0.2 | 2 | 3 | -1 | 1.1 | 20
CC1CCN(CCCNC(=O)CN2C(=O)CSc3ccc(S(=O)(=O)N4CCCCC4)cc32)CC1 | 10 | 0.0 | -1.3 | -2 | -12 | -26 | x | -5
C[C@H]1CN([C@@H](C)CO)S(=O)(=O)c2ccc(-c3cccc(C#N)c3)cc2O[C@@H]1CN(C)C(=O)c1ccncc1 | 9 | -0.8 | 2.2 | -6 | 11 | 6 | 1.0 | -1
O=C(NC1CCCCC1)C(c1ccccc1F)N(C(=O)c1csnn1)C1CCCC1 (stereo not given) | 4 | 0.2 | -0.5 | 1 | -7 | 4 | -0.1 | -18
COc1ccc(C2(C)NC(=O)N(CC(=O)c3cc(C)n(C4CC4)c3C)C2=O)cc1OC (stereo not given) | -37 | 0.2 | -6.0 | 0 | -11 | 2 | -0.1 | -2
CC(=O)Nc1sc(-c2ccc(Cl)cc2)nc1-c1ccccc1 | 4 | 0.0 | 1.0 | 14 | -5 | 12 | x | x
O=C(Nc1ccc(F)cc1F)c1cc(Cl)sc1Cl | 12 | 0.0 | -2.5 | 3 | -14 | 0 | 0.0 | 10
CCOC(=O)c1cc(NC(=O)Nc2nccs2)c(C)nc1C | 8 | 0.3 | -0.7 | -3 | -12 | -1 | x | x
O=C(NC1CCC1)[C@H]1[C@H](CO)[C@H]2Cn3c(ccc(-c4ccccc4)c3=O)[C@H]2N1Cc1ccccn1 | -2 | 0.3 | 0.2 | -3 | 2 | 2 | -0.2 | -6
CCN(CC)C(=O)CC(c1ccc2c(c1)OCO2)c1c(OC)cc(OC)c2c(-c3ccccc3)cc(=O)oc12 (stereo not given) | -6 | 0.2 | 1.1 | -4 | -104 | -1 | -0.2 | -4
CCOC(=O)c1ccccc1NC(=O)COC(=O)Cc1ccccc1F | 28 | 0.0 | -1.8 | -2 | 0 | 0 | x | -13
CC1CN(C(=O)CCC(=O)NCc2ccccc2Cl)c2ccccc2S1 (stereo not given) | -17 | 0.2 | -1.7 | 4 | -10 | 1 | -0.1 | -8
O=C(NCc1ccccc1F)Nc1nnc([C@H]2C[C@H](O)[C@@H](CO)O2)s1 | 5 | 0.0 | 0.2 | 3 | 1 | -2 | -0.1 | -2
Cc1ccc([N+](=O)[O-])cc1S(=O)(=O)NCCc1c(C)[nH]c2ccccc12 | -31 | 0.2 | x | x | x | x | -0.2 | -7
C/C=C/c1ccccc1[C@@H]1[C@@H](CO)N(C(=O)CN2CCOCC2)[C@H]1C#N | 12 | 0.0 | 0.3 | -5 | -13 | 0 | 0.1 | x
COc1ccccc1N1CCN(Cc2c[nH]c3ccccc23)CC1 | -2 | 0.0 | -0.3 | 2 | -9 | 3 | -0.1 | -2
COc1ccc2c(c1OC)C(=O)OC2Nc1nc(-c2cc3cc([N+](=O)[O-])ccc3oc2=O)cs1 (stereo not given) | 11 | 0.0 | -2.5 | u | -10 | 4 | x | 9
SMILES | INS-1E GSIS act | XiGFP reactiv | F508del corr | DENV2 CPE | RAD52 inh | Casp6 inh | E-selectin induc | RAD54 inh
C[C@H](CO)N1C[C@H](C)[C@@H](CN(C)S(=O)(=O)c2cccc(F)c2)Oc2ncc(C#CC3(O)CCCC3)cc2C1=O | -10 | 0.2 | 0.2 | -10 | 15 | -3 | 0.3 | -6
CCn1c(SCC(=O)Nc2cccc(OC)c2)nc2ccccc2c1=O | -10 | 0.2 | 1.1 | -2 | -11 | 1 | 0.0 | -4
O=C(NCCCn1ccnc1)C(=O)NCC(c1ccco1)N1CCN(c2ccccc2)CC1 (stereo not given) | 3 | 0.0 | -1.0 | -11 | -4 | -20 | -1.3 | 2
Cc1nn(CC(=O)N(C)C2CCS(=O)(=O)C2)c(C)c1S(=O)(=O)N(C)C (stereo not given) | x | 0.2 | 3.7 | -5 | -2 | 1 | 0.4 | 5
O=C(CN1CCCN(S(=O)(=O)c2ccc(F)cc2)CC1)Nc1c(Cl)cccc1Cl | -25 | -0.1 | 0.0 | -5 | -10 | 5 | x | -7
CCOc1ccc(C(CCc2ccccc2)NC(=O)c2ccccc2F)cc1OCC (stereo not given) | x | x | -2.8 | -1 | 10 | -1 | x | -20
CC(=O)c1c(N2CCOCC2)nc2ccc(Cl)cc2c1-c1ccccc1 | -8 | -0.1 | -1.4 | -2 | -11 | 1 | x | x
Cc1ccc(S(=O)(=O)N(C)C[C@@H]2Oc3cc(Br)ccc3S(=O)(=O)N([C@@H](C)CO)C[C@H]2C)cc1 | -20 | 0.3 | -0.9 | 18 | 15 | 2 | 0.0 | -9
COc1ccc(Nc2cc(Cl)ccc2C(=O)O)cn1 | -1 | 0.2 | -2.5 | -1 | -110 | 4 | 0.2 | -22
COc1ccc(-n2c(=O)n(Cc3ccccc3)c(=O)c3[nH]cnc32)cc1 | -19 | u | 2.1 | 0 | -1 | 1 | x | x
Cc1ccc(S(=O)(=O)NNC(=O)Nc2cccc3ccccc23)cc1 | x | 0.3 | -1.8 | 2 | 0 | -5 | 1.6 | -7
OCCC(N1CCOCC1)C(O)(c1ccccc1)c1ccccc1 (stereo not given) | -4 | 0.1 | -3.1 | -13 | -9 | -2 | -0.2 | x
O=C(CN1CCN(S(=O)(=O)c2ccc(Br)cc2)CC1)N/N=C/c1ccc(Cl)c([N+](=O)[O-])c1 | -3 | 0.9 | x | 6 | 10 | -1 | x | x
C[C@@H]1CN([C@@H](C)CO)C(=O)c2cc(NS(=O)(=O)c3ccc(Cl)cc3)ccc2O[C@H]1CN(C)Cc1ccc(C(=O)Nc2ccccc2N)cc1 | 3 | 0.2 | 4.1 | -5 | -15 | 2 | 0.4 | -4
Clc1ccccc1Cn1nnc(-c2ccccc2)n1 | 1 | 0.1 | 3.1 | 5 | -12 | 1 | x | x
O=C(CSc1ccccc1F)NNC(=O)c1cncc(Br)c1 | -9 | 0.0 | 0.9 | -1 | -13 | 0 | 0.1 | 0
O=C(NCCc1ccccc1)c1ccccc1SCC(=O)N1CCCC1 | -7 | 0.1 | -1.7 | 2 | 12 | -144 | 0.6 | 13
CCS(=O)(=O)N1CCCCN2[C@H](C1)[C@H](c1ccc(-c3ccccc3C)cc1)[C@@H]2CO | -21 | 0.2 | -0.8 | 9 | -2 | 1 | -0.4 | 5
CC1(C)CCCN(Cc2c(O)ccc3c(=O)c(-c4nc5ccccc5s4)c(N)oc23)C1 | -18 | 0.4 | 0.8 | 12 | -14 | -1 | -0.1 | x
O=C(O)c1ccccc1C(c1ccc(O)cc1)c1ccc(O)cc1 | -5 | 0.0 | 0.0 | 7 | -8 | 2 | 0.0 | 6
O=C(O)c1ccc(-c2noc(-c3ccccc3F)n2)cc1 | 13 | -0.1 | -0.6 | 5 | -3 | -1 | 0.0 | 8
COC(=O)C1=C(C)N(Cc2cccc(C(F)(F)F)c2)C(=NCc2ccccc2C(F)(F)F)NC1c1ccccc1C(F)(F)F (stereo not given) | -40 | 0.2 | 2.6 | -12 | 1 | -2 | -0.2 | x
Cc1cc(C)n(-c2nnc(Cl)c3ccccc23)n1 | 21 | 0.3 | -0.3 | 23* | 2 | 4 | 0.0 | x
Cc1[nH]c2ccccc2c1/C=N/NC(=O)Nc1ccccc1 | -23 | 0.1 | 0.1 | -1 | 1 | -2 | x | x
CCC(CO)Oc1cc(NC(=O)c2ccccc2C)c2ncn(C(C)C)c2c1 (stereo not given) | 3 | -0.1 | 0.9 | -1 | 0 | -1 | 0.1 | -10&-1
SMILES | INS-1E GSIS act | XiGFP reactiv | F508del corr | DENV2 CPE | RAD52 inh | Casp6 inh | E-selectin induc | RAD54 inh
C[C@H](CO)N1C[C@H](C)[C@H](CN(C)C(=O)Cc2cccnc2)Oc2cc(C3=CCCCC3)ccc2S1(=O)=O | -11 | -0.3 | -2.1 | -2 | 8 | 1 | -4.3 | -8
CC(=O)c1ccc(NC(=O)C(C)NCc2ccccc2Cl)cc1 (stereo not given) | 2 | -0.1 | -1.5 | -9 | -21 | -4 | 4.1 | 5
COC(=O)C1=C(C)N(Cc2cccc(C(F)(F)F)c2)C(=NCC2CC2)NC1c1cccc(Cl)c1 (stereo not given) | x | 1.0 | 0.5 | -12 | -19 | 4 | 0.1 | x
C/C=C(\C)C(=O)NCCN1C2=NC[C@@H](C)N2C[C@H]1Cc1ccc(O)cc1 | 15 | 0.0 | 2.7 | 0 | 11 | -9 | 0.0 | -23
CCCCOC(=O)c1[nH]c2c(c1C)C(=O)CC(c1cc(OC)c(OC)c(OC)c1)C2 (stereo not given) | -27 | 0.0 | -0.5 | 4 | -7 | 1 | -0.3 | -8
COc1ccc(N2CCN(S(=O)(=O)c3ccc(-n4cnnn4)c(C)c3)CC2)cc1 | 31 | -0.4 | x | 11 | -4 | 2 | -2.3 | x
O=C(Cn1nnc(-c2ccccc2F)n1)N1CCCCC1 | 1 | 0.1 | -1.1 | 1 | 3 | 0 | 0.0 | -3
CCCCOC(=O)Nc1nnc(C(C)C)s1 | 17 | 0.0 | 0.6 | 4 | -8 | 1 | 8.9 | x
C[C@@H]1CCCCO[C@@H](CN(C)C(=O)Nc2ccc(C(F)(F)F)cc2)[C@H](C)CN([C@@H](C)CO)C(=O)c2cc(NC(=O)Nc3ccccc3)ccc2O1 | 6 | 1.5 | -0.8 | 4 | -14 | 3 | -0.2 | 5
